Assay outcomes deposited in PubChem BioAssay by National Center for Advancing Translational Sciences (NCATS).
TDP-43 yeast inh: TDP-43 toxicity inhibition in yeast; TDP-43 expressing yeast growth rescue, BacTiter-Glo, 24 h; hit rate 1.8% among 410,000; Potency, µM (top dose mostly 46.1 µM), inactives show top-dose growth rescue (activation), most hits filed as activators; also: potency is read from the fitted curve at half-maximal effect; % of control where 0% means no effect; nearly all actives have a fitted effect of over 50% in size
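Luminescence from BacTiter-Glo reports growth of TDP-43-expressing yeast after 24 hr at 30 deg C with compound. Cells were raffinose-pregrown to mid-log, then seeded in galactose medium at OD600=0.02.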
aSyn rescue: inhibitors of alpha-synuclein toxicity in yeast. Yeast expressing alpha-synuclein, growth rescue, BacTiter-Glo, 24 h. Potency, µM (titrated, usually from 46.1 µM), without a hit: top-dose growth rescue (activation), actives largely listed as activators. hit rate 0.14% among 370,000; also: potency is read from the fitted curve at half-maximal effect; % of control where 0% means no effect; nearly all actives have a fitted effect of over 65% in size
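Screening used galactose-induced yeast with toxic alpha-synuclein levels, exposed to compound for 24 hr at 30 deg C. Cell growth, read with BacTiter-Glo luminescence, gave the measured signal.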
FUS suppressor: suppressors of FUS proteinopathy in yeast; S. cerevisiae FUS-expressing, growth rescue, OD600, 24 h; Potency, µM (highest dose often 76.6 µM), without a hit: at the highest dose growth rescue (activation), hits mostly activators; hit rate 0.24% among 390,000; AID 1347120;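 also: potency is read from the fitted curve at half-maximal effect; plate controls were DMSO vehicle for no effect and reference control for full effect; nearly all actives have a fitted effect of over 55% in size; some results filed as inactive show a strong effect at the top dose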
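Compound concentration series was pinned onto galactose-induced FUS-expressing yeast seeded at OD 0.005. Plates sat 24hr at 30C; absorbance at 600 nm gave growth. DMSO served as background control.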
GLP1R cytotox: cytotoxic in the GLP-1 receptor inverse agonist counter-screen | Potency, µM (top dose mostly 38.3 µM), inactives show at the top dose activity change, negative = inhibition, actives largely listed as inhibitors | HEK293 cAMP-luciferase reporter cells, luminescence, 24 h | hit rate 0.13% among 410,000;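 also: loss of luciferase light is scored as toxicity; potency is read from the fitted curve at half-maximal effect; % is scaled to controls: 0 for no effect and ±100 for the full control effect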
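MLSMR compounds, 24 hr on cells at 37 deg C/5% CO2; luminescence after luciferase reagent (12 min RT). Inhibition counted as the undesired cytotoxic outcome.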
Akt phos inh: blocks phosphorylation of Akt | Neuro2A IGF-stimulated pAkt S473 HTRF, 20 min; hits give low values | AID 651550 | activity change, % for hits at 50 µM | hit rate 0.32% among 360,000; in the data active = activity change below about -80%; inconclusive = mostly about -51% to -80%; also: % is scaled to controls: 0 for no effect and ±100 for the full control effect
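Neuro2A cells (4,500/well, DMEM with 0.5% FBS) were treated with compound at a single 50 µM final concentration, stimulated with 6 nM IGF for 20 min at 37 °C, and lysed. Phospho-Akt Ser473 was read by HTRF as 665/615 ratio ×10^4.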
GLP1R inv ag: acts as inverse agonist at human GLP-1 receptor; P43220; HEK293 GLP-1R CRE-luciferase, luminescence, 24 h; GLP-1R form is constitutively active; Potency, µM (series often up to 38.3 µM), inactives show at the top dose activity change, negative = inhibition, hits mostly inhibitors; hit rate 1.6% among 410,000; AID 624417; also: potency is read from the fitted curve at half-maximal effect; % is scaled to controls: 0 for no effect and ±100 for the full control effect; nearly all actives have a fitted effect of over 55% in size
Target sequence (P43220 whole entry, looked up): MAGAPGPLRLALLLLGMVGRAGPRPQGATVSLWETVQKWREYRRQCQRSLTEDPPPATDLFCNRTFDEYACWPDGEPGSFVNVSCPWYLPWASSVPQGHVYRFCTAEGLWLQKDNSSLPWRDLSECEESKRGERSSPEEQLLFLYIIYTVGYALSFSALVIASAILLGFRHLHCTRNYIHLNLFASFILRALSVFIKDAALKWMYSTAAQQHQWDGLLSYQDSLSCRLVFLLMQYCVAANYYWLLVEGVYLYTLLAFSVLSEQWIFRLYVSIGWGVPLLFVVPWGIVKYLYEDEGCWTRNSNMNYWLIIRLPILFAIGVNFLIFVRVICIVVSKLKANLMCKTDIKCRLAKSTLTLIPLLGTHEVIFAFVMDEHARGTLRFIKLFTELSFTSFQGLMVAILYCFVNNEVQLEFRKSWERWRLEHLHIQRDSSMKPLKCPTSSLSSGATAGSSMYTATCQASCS
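Assay principle: reduced luminescence from a cAMP-responsive reporter in HEK293 cells co-expressing a constitutively active GLP-1R. Conditions: 24 hr compound incubation, 37 deg C, 5% CO2.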
MmCpn inh: blocks the Methanococcus maripaludis chaperonin Mm-Cpn; purified Mm-Cpn ATPase, ADP Transcreener TR-FRET; Potency, µM (doses to about 76.9 µM), without a hit: top-dose activity, negative = inhibition, hits mostly inhibitors; hit rate 0.031% among 330,000; also: potency is read from the fitted curve at half-maximal effect; % is scaled to controls: 0 for no effect and ±100 for the full control effect; nearly all actives have a fitted effect of over 80% in size
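Purified archaeal chaperonin (25 nM final) was preincubated with compound for 10 min at 37°C, then ATP (10 uM final) was added for 30 min at 37°C in Tris pH 7.4/KCl/MgCl2/DTT buffer. ADP was quantified by HTRF Transcreener TR-FRET.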
Abeta rescue: compounds reversing amyloid beta toxicity in yeast; yeast expressing A-beta42, growth rescue, OD600, 48 h; response scale: 0% DMSO, 100% iron-clioquinol control; Potency, µM (doses to about 46.1 µM), for the others: top-dose growth rescue, hits mostly activators; hit rate 0.063% among 410,000; AID 1347071; also: potency is read from the fitted curve at half-maximal effect; nearly all actives have a fitted effect of over 55% in size
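Yeast growth medium received pinned compounds, then yeast cells expressing toxic A-beta were added; plates incubated at 30 C for 48 hr. Growth read as absorbance at 600 nm, normalized to DMSO and equimolar FeCl3 plus clioquinol controls.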
PTHR1 ag: PTHR1 (human) receptor agonism; Q03431; HEK293 GP2 PTHR1 cells, GloSensor cAMP luminescence, 1 h; Potency, µM (top dose mostly 115 µM), inactives show top-dose activation, most hits filed as activators; hit rate 0.075% among 410,000; AID 743266; also: potency is read from the fitted curve at half-maximal effect; nearly all actives have a fitted effect of over 55% in size; some results filed as inactive show a strong effect at the top dose; inactives centre near -15; many of its hits are not listed in these tables
Target sequence (Q03431 whole entry, looked up): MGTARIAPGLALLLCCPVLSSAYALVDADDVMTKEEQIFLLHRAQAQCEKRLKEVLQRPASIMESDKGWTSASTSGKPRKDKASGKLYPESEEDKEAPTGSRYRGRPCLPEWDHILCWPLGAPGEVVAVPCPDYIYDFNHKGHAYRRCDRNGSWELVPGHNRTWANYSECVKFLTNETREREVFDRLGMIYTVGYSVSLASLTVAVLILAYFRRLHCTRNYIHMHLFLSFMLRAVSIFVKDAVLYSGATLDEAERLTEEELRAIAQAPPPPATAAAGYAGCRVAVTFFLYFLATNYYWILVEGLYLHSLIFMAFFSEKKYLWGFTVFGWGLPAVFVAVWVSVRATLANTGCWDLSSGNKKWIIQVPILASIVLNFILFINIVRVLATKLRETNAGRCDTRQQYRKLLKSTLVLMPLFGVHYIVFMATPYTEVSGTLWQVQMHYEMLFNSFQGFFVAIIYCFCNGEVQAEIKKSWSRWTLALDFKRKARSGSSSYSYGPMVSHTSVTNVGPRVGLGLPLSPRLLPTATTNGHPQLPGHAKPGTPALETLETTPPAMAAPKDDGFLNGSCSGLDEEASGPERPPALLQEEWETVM
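HEK-293-derived GP2 cells expressing PTHR1 and a GloSensor cAMP reporter, 3,000/well, plated overnight, given luciferin plus IBMX (each 0.5 mM as added) for 1 h at 37 °C, then compound for 1 h at 37 °C. Luminescence was read after 15 min at room temperature.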
The depositor's hits bear a star; i = inactive; u = inconclusive; x = no result given; & = joins results of further samples; [ ] = dose if it differs, or a comment. Unless noted, calls follow the shape of the dose curve; as a rule, active = well fitted curve in the direction sought with a large enough effect; inconclusive = small, poorly fitted or top-dose-only effect, or another doubt; inactive = no such curve, though single readings can be large; an effect the other way counts as inactive or inconclusive. These rows are one share of the data. The share of hits here may be higher or lower than overall.

SMILES | TDP-43 yeast inh | aSyn rescue | FUS suppressor | GLP1R cytotox | Akt phos inh | GLP1R inv ag | MmCpn inh | Abeta rescue | PTHR1 ag
Cn1nc(C(F)(F)F)c(C#N)c1N1CCN(c2cccc(C(F)(F)F)c2)CC1 | 1% | -3% | -19% | -12% | i | -5% | x | -3% | -4%[57.5 µM]
CCN(c1ccc(OC)cc1)S(=O)(=O)N1CCCC(C(=O)NCc2ccc(OC(C)C)cc2)C1 (configuration not stated) | 6% | 12% | 32% | -29% | i | u | x | 6% | -32%[inhibitor]
COc1ccc2c(c1)C1(Nc3ccccc3-c3nc4ccccc4n31)C(=O)N2C (configuration not stated) | 9% | -1% | -23% | -9% | i | -24% | 2% | -2% | 9%[57.5 µM]
Cc1ccccc1NC(=O)c1sc2nc(N3CCOCC3)c3c(c2c1N)CCCC3 | u | -12% | 24% | 5% | x | 34%[activator] | -3% | -30%[inhibitor] | -4%
Cc1c(C(=O)N/N=C/c2ccc(N(C)C)cc2)[nH]c2ccc(Cl)cc12 | 6% | -1% | x | 63%[activator] | i | 0% | -2% | 1% | i
CN1CCN(CCCNC(=O)c2ccc(/C=C3\Sc4ccccc4N(Cc4ccccc4F)C3=O)cc2)CC1 | -7% | -15% | 27% | 78%[activator] | i | u | 1% | 13% | 15%
COc1ccc(S(=O)(=O)Nc2cc(-c3cn4ccccc4n3)ccc2C)cc1 | -31%[inhibitor] | x | 16% | 7% | x | -1% | x | -25% | 13%
Cc1ccc2c(c1)C1C3CCC(C3)C1S(=O)N2 (configuration not stated) | -6% | 7% | 26% | 7% | i | -27% | -5% | 3% | -13%
CS(=O)(=O)c1ccc(Cl)c(NC(=O)CN2CCCC2c2ccc3c(c2)OCCCO3)c1 (configuration not stated) | -8% | 0% | 11% | -24% | i | 11% | -1% | -15% | -27%
O=C(c1ccccn1)N1CCN(c2cccc(C(F)(F)F)c2)CC1 | 4% | 3% | 24% | 1% | i | 17% | 0% | -1% | -11%
CC(=O)c1ccc(NC(=O)CCn2c(=S)oc3ccccc32)cc1 | 9% | -3% | -24% | -1% | i | 13% | 1% | -12% | i
Nc1ncc(-c2ccc(-c3ccccc3)cc2F)cc1-c1ccccc1F | u | 28% | u | -17% | i | u | x | -27% | 9%
CC1CN(c2ncc(/C=N/NC(=O)c3ccccc3O)s2)CC(C)O1 (configuration not stated) | 23% | 0% | 22% | 4% | i | -15% | -7% | 5% | i
COc1ccc(OC)c(CCNC(=O)c2ccc3[nH]c(C)c(C)c3c2)c1 | -9% | x | 14% | -1% | x | -13% | x | -24% | u
CCOC(=O)C1(C)CCN1C(=O)c1cc2ccccc2s1 (configuration not stated) | 18% | 2% | -3% | -9% | i | u | x | -21% | 5%
O=C(CN1C(=O)COc2ccc(S(=O)(=O)N3CCOCC3)cc21)N1CCN(c2ccccc2)CC1 | -4% | -1% | 1% | 5% | x | 14% | x | -18% | i
CCC(C)C(CO)NCCCn1cnc2c(OC)ncnc21 (configuration not stated) | 24% | 2% | -19% | 1% | i | 2% | x | 6% | -22%
O=C(Nc1ccc(S(=O)(=O)N2CCCC2)cc1)c1cccc(OC(F)F)c1 | 21% | 7% | 3% | u | i | u | -5% | 18% | -15%
COc1ccc(OC)c(S(=O)(=O)NCC(c2ccco2)S(=O)(=O)c2ccccc2)c1 (configuration not stated) | 25%&31% | 1% | 12%&18% | -8%&-8% | i | -6%&9% | 0% | 15%&4% | -1%
Cc1ccc2cc(CN(Cc3nnnn3C3CCCC3)C3CCCCC3)c(=O)[nH]c2c1C | -13% | -7% | -22% | 13% | i | 7% | 2% | 9% | i
Cc1c(Br)c(C(F)(F)F)nn1CC(=O)NCc1ccccc1 | 35% | 0% | 6% | 2% | i | u | 0% | 19% | i
CC(=O)c1c(C)[nH]c(C(=O)OCC(=O)Nc2ccc(Cl)cc2[N+](=O)[O-])c1C | -7% | 8% | 8% | 12%[1.53 µM] | i | 11% | -2% | -2% | -38%
Brc1ccccc1-c1nnc(-c2cccnc2)o1 | 16µM* | 0% | 3% | 0% | i | 53%[activator] | -1% | -2% | -3%[57.5 µM]
O=C1NCCN(Cc2ccc(Cl)c(F)c2)C1CC(=O)N1CCCO1 (configuration not stated) | -12%[0.397 µM] | 0% | 5% | 16% | i | 14% | 0% | -6% | i
COc1ccc(/C=C/C(=O)NC(=S)N2CCN(c3ccccn3)CC2)cc1OC | -11% | -7% | 23% | u | i | -7% | 8% | 9% | i
Cc1ccc(Cn2c(=S)[nH]c3ccccc3c2=O)cc1 | 12% | 4% | -31% | -11% | i | -7% | 1% | 17% | -1%
O=C1C(Cc2ccccc2)S/C(=N/N=C/c2ccco2)N1c1ccccc1 (configuration not stated) | 0% | 0% | 16% | -19% | i | 6% | -1% | 0% | -12%[57.5 µM]
COc1ccccc1C(=O)Nc1ccnn1C1CCN(Cc2ncc[nH]2)CC1 | -18% | 1% | 21% | -8% | i | -1% | 0% | -14% | u
CCn1nc(C)c(Br)c1Nc1ccc(Br)cc1 | 0% | 7% | -5% | 15% | i | -16% | 0% | 8% | i
Cc1cccc(CS(=O)(=O)CC2Nc3ccc(C(=O)NCc4ccccc4)cc3NC2=O)c1 (configuration not stated) | u | x | -25% | 4% | x | -21% | x | -30% | -21%
Cc1sc2ncnc(Nc3ccccc3)c2c1C | u | 9% | 12% | 3% | i | -1% | -3% | 5% | -9%[57.5 µM]
Cc1cc(C)n2nc(C(=O)OCC(=O)N(Cc3ccccc3)C(C)C)nc2n1 | -27% | -2% | 4% | -22% | i | 27% | 1% | 3% | i
Cc1cc(Cl)cc(C)c1OCCCCn1ccnc1 | -17% | 2% | 30% | 6% | i | -7% | 4% | 6% | -14%[57.5 µM]
CC1CCN(S(=O)(=O)c2ccc3c(c2)N(CC(=O)NC(C)C)C(=O)CS3)CC1 | 11% | x | 5% | 2% | x | 9% | x | -10% | i
CC(C)CCn1c(CN2CCN(c3cccc(Cl)c3)CC2)nc2c1c(=O)n(C)c(=O)n2C | 16µM* | 4% | -6% | -9% | i | 2% | 1% | -3% | -13%
Cc1cc(N2CCN(C)CC2)nc2ccc(NC(=O)c3cccnc3Cl)cc12 | 8% | 2% | 22% | -21% | i | -21% | -1% | -4% | -8%
COc1ccc(/C=N\NC(=O)c2ccc(Cn3cc(Br)c([N+](=O)[O-])n3)o2)c(OC)c1C | 12% | -6% | -20% | -2% | i | 1% | 5% | -1% | -16%
CCCN1C(=O)c2cc(C(=O)Nc3cccc(C(C)=O)c3)ccc2C1Nc1cccc(C(C)=O)c1 (configuration not stated) | -12% | -2% | -15% | u | i | u | 2% | -7% | -36%
COc1ccc(C(=O)N[C@H](C(=O)NCCCn2nc(C)cc2C)C(C)C)cc1 | 20% | -2% | x | -26% | i | -7% | -1% | -8% | i
COCCn1c(=N)c(C(=O)NC(C)c2ccccc2)cc2c(=O)n3cc(C)ccc3nc21 (configuration not stated) | 3% | x | 1% | 6% | x | 1% | x | -6% | i
Cn1c(=O)[nH]c(=O)c2c1nc(N1CCCCC1)n2CCCSc1nc2ccccc2s1 | u | 0% | 38% | u | i | 32%[activator] | -4% | -45%[inhibitor] | -17%
O=C(COc1ccc(Cl)cc1)NCc1nnc(SCC(=O)NCc2ccc3c(c2)OCO3)o1 | 5% | 9% | 0% | -10% | i | -13% | 1% | 30% | i
COC(=O)c1sc(NC(=O)CCCn2nc([N+](=O)[O-])cc2C)c(C(=O)OC)c1C | -2% | 0% | x | 4% | i | 4% | 1% | -5% | -13%
CN1CCN(C(=O)CCCN2C(=O)/C(=C/c3cccc(Br)c3)SC2=S)CC1 | -28% | 10% | 20% | u | i | 10µM* | 0% | -17% | -8%
Cc1cc(C)c2nc(SCC#N)cc(C)c2c1 | -11% | 2% | -2% | -36% | i | 0% | -3% | -12% | -2%
CCCCNC(=S)Nc1cccc(C(C)=O)c1 | 0% | -7% | x | -3% | i | 0% | -2% | 6% | i
O=C(CNC(=S)N(CCCN1CCOCC1)Cc1cccs1)NC1CCCCCCC1 | -21% | -11% | 21% | 9% | i | u | 0% | -13% | -34%[inhibitor]
CC1COC(c2cccn2Cc2ccccc2Cl)=N1 (configuration not stated) | 10% | -1% | 14% | 5% | i | -28% | 0% | 2% | -36%[inhibitor]
CCC(=O)NC(c1cc(Cl)c2ccccc2c1O)C1CC1 (configuration not stated) | x | x | -6% | x | x | x | 0% | 3% | -5%
COc1ccc(NC(=O)c2nnn(CC(=O)Nc3ccc(C)c(C)c3)c2N)cc1OC | -4% | x | 7% | 3% | x | 3% | x | -7% | i
Cc1nc2ccc(C(=O)Nc3cccc(NS(C)(=O)=O)c3)cn2c1N(C)C(=O)CCc1ccccc1 | 23% | -1% | 3% | -2% | i | 13% | x | -9% | -12%
c1ccc(-n2ncc3c2ncn2nc(-c4ccco4)nc32)cc1 | 13% | 0% | -7% | 22% | i | 20% | -17% | 9% | -5%[57.5 µM]
